# BAP1 block: inhibitors of human BAP1 deubiquitinase; recombinant BAP1, Ub-AMC hydrolysis fluorescence kinetic; stronger effect = lower value; 72,000 tested, 0.48% active; activity remaining (% of control), % at 20 µM; AID 436; Q92560;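 active = activity remaining at or below 50% of control, provided the compound also passes the data quality filters; inactive = the rest, including low values that fail the filters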;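 also: 100% = DMSO wells rate and 0% = substrate alone blank rate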
# HePTP inh: inhibitors of human HePTP phosphatase; P35236; recombinant HePTP phosphatase activity, OD absorbance; inhibition, % at 20 µM; 110,000 tested, 0.64% active; in the data active = inhibition above about 50%;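 also: plate controls were vehicle for no effect and reference inhibitor for full effect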
# Target sequence (P35236 whole entry, looked up): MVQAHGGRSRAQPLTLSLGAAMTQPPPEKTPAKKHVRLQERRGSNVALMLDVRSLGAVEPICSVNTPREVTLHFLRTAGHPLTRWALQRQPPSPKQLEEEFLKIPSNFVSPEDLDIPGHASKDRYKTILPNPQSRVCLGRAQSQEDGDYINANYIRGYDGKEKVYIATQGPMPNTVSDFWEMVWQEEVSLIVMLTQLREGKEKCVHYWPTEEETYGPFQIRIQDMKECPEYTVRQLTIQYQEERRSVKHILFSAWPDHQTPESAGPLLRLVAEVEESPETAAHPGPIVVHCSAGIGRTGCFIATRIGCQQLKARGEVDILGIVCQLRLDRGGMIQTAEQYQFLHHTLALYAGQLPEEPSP
# * hit, by the source's call; nt = no result given; & = joins results of further samples.
SMILES,BAP1 block,HePTP inh
CCOC(=O)c1sc(NC(=O)c2ccc(Cl)cc2Cl)c(C(N)=O)c1C,nt,3
CCCCOC(=O)c1ccc(N2CCOCC2)cc1,nt,2
COc1ccc(/C=N/Nc2ncc(Br)cn2)cc1,nt,-6
Cc1ccc2nc(/N=C(/N)NC(=O)Cc3ccccc3)nc(C)c2c1,nt,-15
Cc1ccoc1C(=O)Nc1ccc2ccccc2c1,nt,-3
CCOC(=O)c1[nH]c(COC(=O)CCCOc2ccccc2)c(C(=O)OCC)c1C,54,6
CCOC(=O)C1[C@H]2C(=O)N(C(C)c3ccc(OC)cc3)C[C@]23C=C[C@H]1O3 (stereo partly drawn),103,7
O=C(Nc1cnn(Cc2ccc(F)cc2)c1)c1cnccn1,100,5
COc1ccc(NC(=O)N(C2CCCCC2)C(C)c2cccnc2)c(OC)c1 (stereo not drawn),102,9
Cc1ccc(S(=O)(=O)N2CCN(S(=O)(=O)c3ccc4c(c3)OCCO4)CC2)cc1,75,-3
Cc1ccc2nc(NC(=O)C3CCCN3C(=O)OC(C)(C)C)sc2c1 (stereo not drawn),nt,-5
COc1ccc2sc(C(=O)O)c(Br)c2c1,70,nt
CCOC(=O)C1=C(O)/C(=C/c2cc(C)n(-c3cccc(Br)c3)c2C)N=C1C,nt,-2
COc1cccc(N2C(=O)N(c3ccccc3Cl)C3CS(=O)(=O)CC32)c1 (stereo not drawn),99,18
O=C(Nc1ccc(Cl)cc1)Nc1nnc(/C=C/c2ccccc2Cl)s1,nt,-6
COc1cccc(/C=C2\SC(N3CCCCC3)=NC2=O)c1OC,nt,0
O=C1C2CCCN2C(c2ccccc2)N1c1ccc(F)cc1 (stereo not drawn),99,6
Cc1[nH]c2ccccc2c(=O)c1CN1CCCCC1,97,2
O=C(c1ccc(Cn2c(=O)[nH]c3ccccc3c2=O)cc1)N1CCN(c2ccccn2)CC1,89,-4
OCc1ccccc1CNCc1ccccc1,96,7
COc1ccc(C(C)=O)cc1COC(=O)Cc1n[nH]c(=O)c2ccccc12,131,9
O=C(O)c1cccc(N2C(=O)C3C4C=CC(CC4)C3C2=O)c1 (stereo not drawn),nt,3
O=C(OCC(=O)N1CCN(c2ccccc2)CC1)c1ccc2ncsc2c1,87,4
Cc1cc(C)c(NC(=O)C(C)Oc2cccc(Cl)c2)c(C)c1 (stereo not drawn),nt,7
Cc1cccc2[nH]c3c(=O)n(CCN4CCNCC4)cnc3c12,nt,-2
O=C(O)c1c(-c2ccccc2)oc2ccc(OCc3ccccc3F)cc12,nt,4
Cn1c(=O)c2c(ncn2CC(=O)Nc2ccccc2Sc2ccccc2)n(C)c1=O,91,16
CCOc1cc(C(=O)NC(C)COC)cc(OCC)c1OCC (stereo not drawn),104,4
COc1cccc(NC(=O)CC2(CC(=O)O)CCCC2)c1,99,5
CCOC(=O)C1=C(C)NC(=O)NC1c1ccc(N(C)C)cc1 (stereo not drawn),90,-1&-4
NS(=O)(=O)c1ccc(CNC(=O)c2ccc(-c3ccccc3)cc2)cc1,nt,34
O=C(O)C1CC=CCC1C(=O)Nc1cccc(O)c1 (stereo not drawn),nt,2
CCOC(=O)C1=C(O)CSC1=Nc1ccc(C)cc1,nt,-4
O=C(Nc1nc(-c2ccc(Cl)cc2)cs1)C1CC1,nt,-2
O=C(Nc1ccccc1C(=O)Nc1ccncc1)c1ccccc1,nt,3
O=C(Cc1ccccc1)Nc1ncc(Cc2ccc(F)cc2)s1,nt,4
Cc1ccc(N2CCN(c3cc(C)nc4c5c(C)cc(C)nc5nn34)CC2)cc1,105,2
CC1CCN(CCCn2c(=S)[nH]c3ccc(N4CCOCC4)cc3c2=O)CC1,110,8
O=C(NCc1ccco1)C(c1cccs1)N(C(=O)C1COc2ccccc2O1)c1cccc(O)c1 (stereo not drawn),95,5
COc1cc(C(=O)Nc2ccc(/C=C/C(=O)c3ccccc3)cc2)cc(OC)c1OC,nt,4

# Of the compounds above, three contain a thiophene ring, fused or not.
SMILES,BAP1 block,HePTP inh
CCOC(=O)c1sc(NC(=O)c2ccc(Cl)cc2Cl)c(C(N)=O)c1C,nt,3
COc1ccc2sc(C(=O)O)c(Br)c2c1,70,nt
O=C(NCc1ccco1)C(c1cccs1)N(C(=O)C1COc2ccccc2O1)c1cccc(O)c1 (stereo not drawn),95,5

# Next part
SMILES,BAP1 block,HePTP inh
C[C@H](NC(=O)OC(C)(C)C)c1nnc(SCC(N)=O)o1,92,1
CCC(C)(C)n1nnnc1C(C(C)C)N1CCSCC1 (stereo not drawn),115,-1
CC1CCN(C(=O)C2c3ccccc3C(=O)N3CCc4ccccc4C23)CC1 (stereo not drawn),105,4
Cc1ccc(NCC(=O)N/N=C\c2cc(Cl)cc(Br)c2O)cc1,nt,-14
CC1=C(C(=O)OC(C)C)C(C2CC=CCC2)NC(=O)N1 (stereo not drawn),90,3
Cn1cnnc1SCc1ccc(C#N)cc1Cl,100,2
CCn1nnnc1-c1ccc(OC)c(S(=O)(=O)Nc2ccc(Br)cc2)c1,nt,7
CC(C)CC(=O)N1CCN(C2CCC(C)CC2)CC1 (stereo not drawn),nt,0
COc1ccc(NC(=O)CCN2C(=O)/C(=C/c3ccc(F)cc3)SC2=S)cc1,nt,5
CCOC(=O)c1ccc(N2C(=O)c3n[nH]c(C)c3C2c2ccccn2)cc1 (stereo not drawn),90,8
COc1ccccc1N1CCN(/N=C/c2ccc(-c3ccccc3)cc2)CC1,nt,-1
Cc1cc(C)c(C)c(OCC(=O)NCCN(C)C)c1,92,6
Cc1occc1-c1nc(-c2ccncc2)no1,101,-3
Cc1cccc(-c2noc(CCC(=O)NCc3ccccc3)n2)c1,145,4
COc1ccc(C(N)=O)cc1NC(=O)c1cc(C(F)(F)F)cc(C(F)(F)F)c1,nt,-13
O=C(CSc1n[nH]c(=O)[nH]c1=O)c1ccccc1[N+](=O)[O-],nt,7
Cc1cc(C(=O)Nc2ccc(N3CCOCC3)cc2)c2ccccc2n1,93,-2
Nc1nc2c3ccccc3nc(Cc3ccccc3)n2n1,97,5
O=C(NC1CCCCC1)C(c1cccs1)N(Cc1cccs1)C(=O)c1ccco1 (stereo not drawn),96,0
COc1ccc(Cn2nnnc2CN(Cc2cc3ccc(C)cc3[nH]c2=O)C2CCCC2)cc1,52,8
O=C(Nc1ccccc1)N(CCN1CCOCC1)Cc1cccc(Cl)c1,103,9
COc1ccccc1C1/C(=C(/O)c2ccccc2)C(=O)C(=O)N1c1cccc([N+](=O)[O-])c1 (stereo not drawn),nt,1
O=C(C1CCN(S(=O)(=O)Cc2ccccc2)CC1)N1CCN(c2ncccn2)CC1,136,-5
Brc1c(CSc2nc3ccccc3o2)nc2ccccn12,87,nt
Cc1nn(CC(=O)NCC2CCCO2)c(=O)c2ccccc12 (stereo not drawn),106,5
N/C(Cc1cccc2ccccc12)=N\OC(=O)c1cccs1,nt,-1
O=C(CN1C(=O)C2(OCCO2)c2ccccc21)c1ccc(F)cc1,nt,-2
CCCOc1ccc(C2c3c(oc4ccccc4c3=O)C(=O)N2CCN(CC)CC)cc1OC (stereo not drawn),92,5
O=c1/c(=C/c2cccc(C(F)(F)F)c2)sc2nc3ccccc3n12,nt,0
COC(=O)c1cc(NC(=O)c2ccc(C(C)C)cc2)cc(C(=O)OC)c1,nt,-12
COc1ccccc1Cn1c2nc3ccccc3nc2c2c(=O)n(CC(C)C)cnc21,57,4
O=C(CSc1ncn(-c2ccccc2)n1)c1ccc(Br)cc1,nt,7
Cc1ccc(-c2noc(C3CCN(S(C)(=O)=O)CC3)n2)o1,95,12
COC(=O)c1sccc1NC(=O)Cn1cnc2c1c(=O)n(C)c(=O)n2C,89,-6
CCN(CC)S(=O)(=O)c1ccc(NC2CCCc3ccccc32)nc1 (stereo not drawn),91,3
O=C(c1ccc(Cl)c(Cl)c1)N1CCN(c2ccc([N+](=O)[O-])c3cccnc23)CC1,nt,9
O=C1c2ccccc2C(Nc2ccc(S(=O)(=O)N3CCCCC3)cc2)N1c1ccccn1 (stereo not drawn),105,7
COc1ccc(-c2cc(C(=O)Nc3ccccc3SC)no2)cc1OC,119,9
O=S(=O)(c1ccc(C2=CSC3=NCCN23)cc1)N1CCCCC1,nt,-1
O=C(O)CCC1(C(=O)O)OCCc2ccccc21 (stereo not drawn),105,6
CCOCCOC(=O)C1=C(C)NC2=C(C(=O)CCC2)C1c1ccc(OC)c(O)c1 (stereo not drawn),nt,4
Cn1c(Cn2c(=O)sc3ccccc32)nnc1SCC(=O)N1CCc2ccccc21,89,6
CCOC(=O)C(CCOCCOc1c(Cl)cc(Cl)cc1Cl)C(=O)OCC,nt,5
CCOc1ccc(/C=C(\NC(=O)c2cccc(Br)c2)C(=O)N2CCCCCC2)cc1,nt,8
O=C(Nc1ccc(Br)cc1F)C(Sc1ccccc1)c1ccccc1 (stereo not drawn),nt,7
O=c1oc2c3c4c(cc2c(C(F)(F)F)c1CCBr)CCCN4CCC3,79,nt
O=C(CCCCCn1c(=S)[nH]c2cc3c(cc2c1=O)OCO3)N1CCN(Cc2ccccc2)CC1,69,6
O=C(COC(=O)c1ccc(S(=O)(=O)N2CCCCC2)cc1)c1cccc([N+](=O)[O-])c1,nt,-3
CCC(C)[C@H](NC(=O)Nc1ccc(C(C)=O)cc1)C(=O)OC (stereo partly drawn),119,4
CCCCCc1ccc(-c2ccc(=O)[nH]n2)cc1,55,-2
Cc1c(OCC(=O)c2ccccc2)ccc2c3c(c(=O)oc12)CCC3,nt,17
CC(C)c1ccc(-c2nn(-c3ccccc3)cc2-c2nnc(N)o2)cc1,nt,-11
Fc1cccc(Cl)c1Cn1nnc2c(N3CCC4(CC3)OCCO4)ncnc21,105,1
Cc1ccccc1OCc1nc(-c2ccc(NC(=O)c3ccco3)cc2)no1,60,4
Nc1ccc(C(=O)Nc2nc3ccccc3s2)cc1,nt,1
O=C(CNC1CCCCCC1)Nc1ccc(S(=O)(=O)NC2CC2)cc1,91,-3
COc1cc(NC(=O)COc2cccc(C)c2)c(C(=O)O)cc1OC,nt,-2
CN1CCN(S(=O)(=O)c2ccc(NC(=O)Cc3cccs3)cc2)CC1,nt,9
CC(C)OCCCNC(=O)c1cc2c(=O)n(C)c3ccccc3c2n1C,102,5
O=[N+]([O-])c1ccc(-c2noc(-c3ccccc3Br)n2)cc1,nt,7

# Additional records
SMILES,BAP1 block,HePTP inh
CCC(c1nnc(SCC(=O)Nc2ccc(C(=O)Nc3ccccc3OC)cc2)o1)N(C)C (stereo not drawn),142,6
COCCn1c(=O)c2c(nc3n2CCN3c2ccc(C)cc2)n(C)c1=O,85,2
Cc1ccc(-c2nc3ccccn3c2NC(=O)c2ccc(Cl)cc2)cc1,nt,-8
CC1CCN(C(=O)C(NS(=O)(=O)c2cccc3nsnc23)c2ccccc2)CC1 (stereo not drawn),92,0
CCOc1ccc(N(CC(=O)NCC2CCCO2)S(C)(=O)=O)cc1 (stereo not drawn),nt,-2
COc1ccc(C2NC(c3ccc(OC)c(OC)c3)C(C)C(=O)C2C)cc1OC (stereo not drawn),nt,0
Cc1c(C#N)c(=O)ncn1-c1ccc(Br)cc1,nt,3
COC(=O)c1cccc(Oc2nc3c(c(=O)n(C)c(=O)n3C)n2C(C)C)c1,97,18
C=C(C)COc1ccc2c(CC)cc(=O)oc2c1,nt,9
COC(=O)c1ccc(NC2=CC(=O)CC(C)(C)C2)cc1,88,4
O=C1CSC2(CCCCC2)N1CCO,102,-14
COC(=O)CN(c1ccc(OC)cc1)S(=O)(=O)c1c(C)noc1C,101,5
Cc1ccc(NC(=O)c2cccc(N3C(=O)CCC3=O)c2)nc1,117,3
CCn1c(COc2cccc3cccnc23)nnc1SCC(=O)O,98,3
Cc1ccc(-c2nnc3s/c(=C\c4ccccc4Cl)c(=O)n23)cc1,nt,2
CCC(=O)Nc1ccc(NC(=O)c2ccc(Cl)c(Cl)c2)cc1,nt,9
COc1ccc(-c2cc(C(=O)N3CCOCC3)no2)cc1OC,96,8
CCOC(=O)NC(=O)CSc1nnnn1-c1ccc(C)cc1,114,3

# Compounds from the list above that have a Cl atom:
SMILES,BAP1 block,HePTP inh
CCOC(=O)c1sc(NC(=O)c2ccc(Cl)cc2Cl)c(C(N)=O)c1C,nt,3
COc1cccc(N2C(=O)N(c3ccccc3Cl)C3CS(=O)(=O)CC32)c1 (stereo not drawn),99,18
O=C(Nc1ccc(Cl)cc1)Nc1nnc(/C=C/c2ccccc2Cl)s1,nt,-6
Cc1cc(C)c(NC(=O)C(C)Oc2cccc(Cl)c2)c(C)c1 (stereo not drawn),nt,7
O=C(Nc1nc(-c2ccc(Cl)cc2)cs1)C1CC1,nt,-2
Cc1ccc(NCC(=O)N/N=C\c2cc(Cl)cc(Br)c2O)cc1,nt,-14
Cn1cnnc1SCc1ccc(C#N)cc1Cl,100,2
O=C(Nc1ccccc1)N(CCN1CCOCC1)Cc1cccc(Cl)c1,103,9
O=C(c1ccc(Cl)c(Cl)c1)N1CCN(c2ccc([N+](=O)[O-])c3cccnc23)CC1,nt,9
CCOC(=O)C(CCOCCOc1c(Cl)cc(Cl)cc1Cl)C(=O)OCC,nt,5
Fc1cccc(Cl)c1Cn1nnc2c(N3CCC4(CC3)OCCO4)ncnc21,105,1
Cc1ccc(-c2nc3ccccn3c2NC(=O)c2ccc(Cl)cc2)cc1,nt,-8
Cc1ccc(-c2nnc3s/c(=C\c4ccccc4Cl)c(=O)n23)cc1,nt,2
CCC(=O)Nc1ccc(NC(=O)c2ccc(Cl)c(Cl)c2)cc1,nt,9

# Compound activity: PubChem BioAssay, several laboratories
